KCNK3 inh = human KCNK3 channel inhibition, primary screen. O14649. CHO-KCNK3 thallium flux, FluxOR fluorescence; active compounds read low. B-score at 10 µM. hit rate 0.84% among 340,000. AID 602410;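 active means B-score under library mean minus 4 SD, starting fluorescence ratio at most library mean plus 5 SD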;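 further: more negative B-score means stronger inhibition of thallium flux through KCNK3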
KCNQ1 inh = blocks the human KCNQ1 potassium channel; hit rate 1.3% among 310,000; CHO-K1 KCNQ1, FluxOR thallium flux fluorescence; active compounds read high; B-score at 10 µM;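 active means compounds whose thallium flux B-score, printed positive for inhibition, exceeds three library SD while starting fluorescence stays within three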;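 further: channel opened by potassium depolarization with thallium stimulus after 20 min compound exposure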
KCNQ1 act = potentiators or activators of human KCNQ1 potassium channel; P51787; B-score at 10 µM; CHO-K1 KCNQ1, thallium flux FluxOR fluorescence; active compounds read high; hit rate 0.35% among 310,000;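 active means fluorescence ratio B-score, a plate-corrected score, at least three library SD, with initial intensity B-score within 5 SD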
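Assay system: CHO-K1 cells stably expressing KCNQ1. Medium: assay buffer for compound exposure, DMSO matched across wells. Timing: 37 °C overnight plating, 90-min dark dye load, 20-min compound pretreatment. Signal: kinetic FluxOR fluorescence, 10 s baseline plus 110 s post-stimulus.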
DYRK1A inh = blocks rat Dyrk1A kinase activity; Q63470; ADP-Glo luminescence, NFATc1 peptide; inhibition, % at 12.5 µM; hit rate 0.43% among 310,000; AID 504441; in the data active means inhibition above about 50%;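 further: plate controls were vehicle with enzyme for no effect and no enzyme for full effect; many of its hits are not listed in these tables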
TRPC4 agonist = activators of mouse TRPC4 channel | HEK293 TRPC4beta/mu-opioid, Fluo4 calcium fluorescence; active compounds read high | B-score at 10 µM | hit rate 0.49% among 310,000;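 active means B-score above 5 SD of library B-scores, and initial fluorescence ratio not above library mean plus 5 SD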;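 further: positive B-score marks a calcium rise read as TRPC4 activation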
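System – HEK293 cells stably co-expressing mouse TRPC4beta and mu-opioid receptor · Signal – Fluo4 calcium-sensitive dye fluorescence, kinetic, 1 Hz baseline · Benchmarks – buffer (low) and maximal DAMGO (high) · Read-out – B score of integrated fluorescence ratio per well · Incubation – dye loading 45 min room temperature, 110 s kinetic read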
PolyA inh = inhibitors of polyadenylation in S. cerevisiae; S. cerevisiae SKY197-pL101 polyadenylation reporter, beta-gal luminescence; efflux-impaired pdr1/pdr3 knockout yeast; score 100 = 6 SD above DMSO; calls only at 12 µM; hit rate 0.02% among 300,000;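 active means lowest replicate activity score at least 50, where 100 means six control SD above control mean; inconclusive means lowest score under 50 but half or more replicates reach 50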;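 further: yeast exposed to compound for 9 h at 30 °C; higher score means more reporter readthrough which indicates perturbed polyadenylation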
TRPC4 PAM = TRPC4 (mouse) allosteric potentiation; AID 2227; hit rate 0.42% among 310,000; HEK293 TRPC4beta/mu-opioid, DAMGO EC20, Fluo-4 Ca2+ flux; active compounds read high; Q9QUQ5; B-score at 10 µM;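 active means B-score of calcium response area above 5 SD of library B-scores, with initial fluorescence ratio within 5 SD of library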;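 further: B-score of integrated fluorescence ratio over time as area under calcium response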
hERG rescue = compounds protecting human hERG from proarrhythmic drug block. activation (rescue from dofetilide block), less the hit threshold, % at 10 µM. CHO-hERG, FluxOR thallium flux, dofetilide IC70 present. Q12809. hit rate 0.51% among 310,000;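 active means activation above the mean of controls blocked by dofetilide plus 5 SD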;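 further: thallium influx through hERG after potassium depolarization seen as dye fluorescence rise; in these data hits start at about 4.7%; inactives centre near -7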
Target sequence (Q12809 whole entry, looked up): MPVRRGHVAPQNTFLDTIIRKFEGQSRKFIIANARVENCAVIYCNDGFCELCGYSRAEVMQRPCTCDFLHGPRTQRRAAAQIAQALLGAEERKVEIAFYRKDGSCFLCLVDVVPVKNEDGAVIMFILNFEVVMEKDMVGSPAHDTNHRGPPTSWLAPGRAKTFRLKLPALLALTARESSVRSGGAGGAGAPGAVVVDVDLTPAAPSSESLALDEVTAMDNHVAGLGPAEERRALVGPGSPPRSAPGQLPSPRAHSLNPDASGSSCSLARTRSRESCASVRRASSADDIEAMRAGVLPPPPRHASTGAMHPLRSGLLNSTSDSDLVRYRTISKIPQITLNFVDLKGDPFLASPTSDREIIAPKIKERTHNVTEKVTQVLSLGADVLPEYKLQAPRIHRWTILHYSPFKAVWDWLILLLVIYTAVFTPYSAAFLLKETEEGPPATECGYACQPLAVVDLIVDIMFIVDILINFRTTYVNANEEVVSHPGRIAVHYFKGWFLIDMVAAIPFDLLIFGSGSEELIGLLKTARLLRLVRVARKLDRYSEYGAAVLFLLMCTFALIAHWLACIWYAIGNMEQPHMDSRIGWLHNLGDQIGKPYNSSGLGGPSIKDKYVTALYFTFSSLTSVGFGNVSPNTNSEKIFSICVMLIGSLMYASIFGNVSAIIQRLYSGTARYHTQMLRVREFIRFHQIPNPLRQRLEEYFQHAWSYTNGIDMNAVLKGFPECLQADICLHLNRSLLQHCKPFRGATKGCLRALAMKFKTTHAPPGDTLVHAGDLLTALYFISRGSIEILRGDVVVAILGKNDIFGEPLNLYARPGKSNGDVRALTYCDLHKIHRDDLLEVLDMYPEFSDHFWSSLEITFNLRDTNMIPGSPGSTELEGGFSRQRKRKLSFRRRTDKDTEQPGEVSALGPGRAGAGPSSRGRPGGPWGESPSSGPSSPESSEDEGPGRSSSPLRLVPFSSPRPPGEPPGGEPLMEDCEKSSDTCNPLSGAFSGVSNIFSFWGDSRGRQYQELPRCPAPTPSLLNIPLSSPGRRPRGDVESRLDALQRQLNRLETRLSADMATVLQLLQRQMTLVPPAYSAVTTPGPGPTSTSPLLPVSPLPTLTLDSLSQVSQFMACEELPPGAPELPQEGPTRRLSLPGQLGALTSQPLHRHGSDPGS
TRPC4 block = TRPC4 (mouse) channel inhibition; Q9QUQ5; hit rate 0.39% among 300,000; HEK293 TRPC4beta/mu-opioid, DAMGO-evoked Fluo4 calcium flux; active compounds read low; B-score at 10 µM;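 active means B-score over 3 SD under the library average, no early fluorescence shift, positive overall ratio signal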
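Assay system: HEK293 cells with stable TRPC4beta plus mu-opioid receptor expression; Probe or stimulus: DAMGO in two steps, submaximal then maximal; Dosing: single-point compound dosing; Measured by: Fluo4 calcium-dye fluorescence, kinetic read; Read-out basis: B score from integrated Fluo4 fluorescence ratio.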
Platelet DG rel = platelet dense granule release activity; human platelet-rich plasma, SFLLRN dense granule ATP release, luminescence; inhibition, %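 (compounds screened at 7.5 µM in platelet-rich plasma)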; hit rate 0.22% among 300,000; AID 1663;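 active means mean replicate score, as percent of positive control, at or above 50; inconclusive means mean below 50 but at least one replicate at or above 50; inactive means mean and every replicate below 50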
KCNK9 inh = inhibitors of human KCNK9 two-pore domain potassium channel. HEK293 KCNK9, FluxOR thallium flux fluorescence; active compounds read low. B-score at 10 µM. hit rate 1.2% among 310,000. AID 488922;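 active means ratio B-score over 3 SD below the library mean, with starting fluorescence within 5 SD of its mean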;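 further: negative B-score means less thallium flux so channel inhibition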
Numbers without * were called inactive; i = inactive; u = inconclusive; x = not tested or not shown. Some of the compounds tested; the hit share may differ from the screen's.

The first 3 entries as a preview:
smiles	KCNK3 inh	KCNQ1 act	KCNQ1 inh	PolyA inh	TRPC4 PAM	KCNK9 inh	DYRK1A inh	TRPC4 block	Platelet DG rel	TRPC4 agonist	hERG rescue
CCOC(=O)N1CCN(C(=O)COc2cc(=O)n(C)c3ccccc23)CC1	i	i	i	i	i	i	0	i	6	i	-5
Cc1sc2ncn(-c3ccccc3)c(=O)c2c1C	i	i	i	i	i	i	2	i	-7	i	-10
COc1ccccc1CN1CC(C(=O)NCCc2cn[nH]c2)CCC1=O (stereo unspecified)	i	i	i	i	i	i	-5	i	3	i	-7

All compounds of this part, from the first entry:
smiles	KCNK3 inh	KCNQ1 act	KCNQ1 inh	PolyA inh	TRPC4 PAM	KCNK9 inh	DYRK1A inh	TRPC4 block	Platelet DG rel	TRPC4 agonist	hERG rescue
CCOC(=O)N1CCN(C(=O)COc2cc(=O)n(C)c3ccccc23)CC1	i	i	i	i	i	i	0	i	6	i	-5
Cc1sc2ncn(-c3ccccc3)c(=O)c2c1C	i	i	i	i	i	i	2	i	-7	i	-10
COc1ccccc1CN1CC(C(=O)NCCc2cn[nH]c2)CCC1=O (stereo unspecified)	i	i	i	i	i	i	-5	i	3	i	-7
Cc1ccc(S(=O)(=O)NNC(=O)c2cccs2)c(C)c1	i	i	i	i	i	i	-4	i	1	i	-4
O=C1CC(c2cccc(Cl)c2)CC(O)=C1C=NC1CCCC1 (stereo unspecified)	i	i	i	i	i	i	5	i	15	i	-15
CCc1nnc(NS(=O)(=O)c2ccc(NC(=O)COc3ccc4ccccc4c3)cc2)s1	i	i	i	i	i	i	4	i	0	i	-8
COc1ccc2[nH]c(=O)c(CN(C(=O)c3ccncc3)C(C)C)cc2c1	i	i	i	i	i	i	7	i	3	i	-7
Cc1[nH]c2ccccc2c1N=Nc1ccccc1F	i	i	i	i	i	i	9	-6*	-1	i	-12
COc1cccc(Nc2nc(N)nc(-c3oc4ccccc4c3C)n2)c1	i	i	i	i	i	-10*	-5	i	-2	i	-9
COc1ccc(-c2nn(CCC(=O)O)cc2/C=C/C(=O)O)cc1[N+](=O)[O-]	i	i	i	i	i	i	-3	i	0	i	-2
CCCCc1c(C)c2ccc(OC)c(/C(C)=N\O)c2oc1=O	i	i	i	i	i	i	3	i	-11	i	-9
COc1ccc(Oc2coc3cc(OCC(=O)N4CCCCC4)ccc3c2=O)cc1	x	i	i	i	i	i	x	i	-2	i	-11
Cc1ccc(CNC(=O)c2ccc(N(C)C)cc2)cc1	i	i	i	i	i	i	8	i	0	i	-5
COc1ccc(NC(=O)COC(=O)CNS(=O)(=O)c2ccc(C)cc2)c(OC)c1	i	i	i	i	i	i	1	i	-1	i	-4
CCOC(=O)C1(CCOC)CCN(C(=O)Cc2ccc3ccccc3c2)CC1	i	i	i	i	i	i	4	i	-1	i	-13
CC(Oc1cc2oc(=O)c3c(c2cc1Cl)CCC3)C(=O)NCCN1CCOCC1 (stereo unspecified)	i	i	i	i	i	i	5	i	7	i	-5
Cc1ccc(Cl)cc1NS(=O)(=O)c1c(C)[nH]c(=O)[nH]c1=O	i	i	i	i	i	i	-1	i	-10	i	-6
COc1ccc(CNCC(O)(c2ccc(Cl)cc2)c2ccc(Cl)cc2)cc1OC	i	i	i	x	i	i	1	i	-2	i	-19
NC(=O)c1c(NC(=O)Cc2cccs2)sc2c1CCC2	i	i	i	i	i	i	4	i	2	i	-6
Cn1c(CSCc2ccccc2Cl)nnc1SCC(=O)Nc1nccs1	i	i	i	i	i	i	-4	i	7	i	-8
N#C/C(=C\Nc1ccc(F)c(Cl)c1)C(=O)C1CC1	i	i	i	i	i	i	x	i	-3	i	-4
CC1(C)CC(N(Cc2ccco2)C(=O)Cc2ccccc2)CCO1 (stereo unspecified)	i	i	i	i	i	i	9	i	-3	i	-4
COC(=O)C1=C(C)NC2=C(C(=O)C(C(=O)OC)C(c3ccc(OC)cc3)C2)C1c1ccccn1 (stereo unspecified)	i	i	i	i	i	i	-1	i	-8	i	2
CCn1cc(CNC(=O)CCc2ccc(OC)cc2)cn1	i	i	i	i	i	i	-8	i	-4	i	-2
CCOC(=O)C1CCN(C(=O)CCS(=O)(=O)c2ccc3c(c2)CCN3C(C)=O)CC1	i	i	i	i	i	i	0	i	5	i	-5
COc1ccc(NS(=O)(=O)c2ccc3oc(SC)nc3c2)cc1	i	i	i	i	i	i	2	i	-5	i	-15
O=C(Nc1ccnc(-c2ccncc2)n1)c1ccccc1Cl	i	i	i	i	i	i	-8	i	0	i	-16
CC(=O)c1ccc(NC(=O)CCNS(=O)(=O)c2cc(Br)cnc2N)cc1	i	i	i	i	i	i	1	i	-2	i	-8
Cc1cc(N2CCN(C)CC2)ccc1NC(=O)c1cccc(S(=O)(=O)N2CCc3ccccc3C2)c1	i	i	7*	i	i	i	-3	i	1	i	-8
CCN(CC)CCN(C(=O)c1ccc2ccccc2c1)c1nc2ccc(OC)cc2s1	i	i	i	i	i	i	2	i	1	i	-19

Copied from the list.
For hERG rescue, Cc1[nH]c2ccccc2c1N=Nc1ccccc1F shows -12
For DYRK1A inh, COc1ccc(CNCC(O)(c2ccc(Cl)cc2)c2ccc(Cl)cc2)cc1OC shows 1

The results go on:
smiles	KCNK3 inh	KCNQ1 act	KCNQ1 inh	PolyA inh	TRPC4 PAM	KCNK9 inh	DYRK1A inh	TRPC4 block	Platelet DG rel	TRPC4 agonist	hERG rescue
CC(C)OC(=O)Cn1c(=O)sc2ccccc21	i	i	i	i	i	i	-4	i	3	i	-15
COc1cc(/C=C/c2nnc3c4ccccc4ncn23)cc(OC)c1OC	i	i	6*	i	i	i	15	i	-6	i	-5
O=C(O)CCC(=O)NNC(=O)c1ccc(-c2ccccc2)cc1	i	i	i	i	i	i	-9	i	-37	i	-5
O=C(CCC(=O)Nc1ccccc1)NNC(=O)C(c1ccccc1)c1ccccc1	i	i	i	i	i	i	-2	i	3	i	-6
CCn1c2ccccc2c2cc(CNCc3ccc(OC)cc3OC)ccc21	i	i	i	i	i	i	x	i	7	66*	-37
COc1ccccc1Oc1ccc(NC(=O)c2ccccc2C)cc1	i	i	i	i	i	i	-9	i	-6	i	-12
O=c1[nH]c(Nc2ccc3c(c2)OCCO3)nnc1Cc1ccc(Cl)cc1	i	i	i	i	i	i	-2	i	-4	i	-7
COc1ccc([N+](=O)[O-])cc1C1NN=C(c2cccc3ccccc23)S1 (stereo unspecified)	i	i	i	i	i	i	-4	i	u	i	-6
CCC(C)NC(=O)c1nn(C)c(=O)c2ccccc12 (stereo unspecified)	i	i	i	i	i	i	6	i	-1	i	-5
Cc1ccc(-n2ncc(C(=O)O)c2C2CCN(C(=O)OC(C)(C)C)CC2)cc1	i	i	i	i	i	i	3	i	0	i	-10
COc1ccccc1OCCCn1c(C)c(C#N)c2ccccc21	-10*	i	i	i	i	i	22	i	2	i	-9
CCOc1cc(CNCC(O)c2ccccc2)cc(Cl)c1OC (stereo unspecified)	i	i	i	i	i	i	2	i	7	i	-12
CCN1CCN(CCCNC(=O)c2cn(CCOC)c(=O)c3c2c2ccccc2n3C)CC1	i	i	i	i	i	i	6	i	3	i	-6
CCN(CC)CCN1C(=O)C(O)=C(C(=O)c2cccs2)C1c1ccc(C)o1 (stereo unspecified)	i	i	i	i	i	i	-1	i	0	i	-13
Cc1ccccc1NC(=O)c1cccc(NC(=O)c2ccccc2C(=O)O)c1	i	i	i	i	i	i	x	i	-11	i	-10
CC(C)CCn1cnc2c1c(=O)[nH]c(=O)n2Cc1ccccc1	i	i	i	i	i	i	6	i	0	i	-6
COCCC(=O)N1CCCC(C(=O)c2ccc(C(F)(F)F)cc2)C1 (stereo unspecified)	i	i	i	i	i	i	-3	i	-3	i	-1
COc1ccc(OC)c(NC(=O)CCC(=O)Nc2nnc(C(F)(F)F)s2)c1	i	i	i	i	i	i	-4	i	2	i	0
COc1ccccc1Oc1ccc(N2CC(C(=O)OCC(=O)c3ccccc3)CC2=O)cc1 (stereo unspecified)	i	i	i	i	i	i	-6	i	2	i	-5
O=C1CN(C(=O)CSc2nc(-c3ccccc3)cs2)c2ccccc2N1	i	i	i	i	i	i	4	i	11	i	-8
CC1CCCC(NC(=O)COC(=O)COc2ccc(Cl)cc2)C1C (stereo unspecified)	i	i	i	i	i	i	-4	i	1	i	-12
Cc1ccc(S(=O)(=O)/C(C#N)=C/c2c(N3CCOCC3)nc3ccccn3c2=O)cc1	i	i	i	i	i	i	1	i	-2	i	-10
Cc1ccc(C)c(N2C(=O)CC(Cc3ccccc3)C2=O)c1 (stereo unspecified)	i	i	i	i	i	i	-3	i	-3	i	0
Cc1cc(C)c[n+](-c2[nH]c(=O)sc2/C=N/N=C(\[O-])c2cccnc2)c1	i	i	i	i	i	i	0	i	4	i	-10
COc1cccc(OC)c1C(=O)NC(=S)Nc1ccc2oc(=O)ccc2c1	i	i	i	i	i	i	-2	i	-3	i	-7
CC(=O)NCCC(=O)Nc1nc(-c2ccc3ccccc3c2)cs1	i	i	i	i	i	i	2	i	15	i	-11
Cc1ccc(S(=O)(=O)NCC(=O)OCC(=O)c2cccs2)cc1	i	i	i	i	i	i	5	i	-4	i	-4
CN(C)c1ccncc1C(=O)Nc1ccc(F)cc1F	i	i	i	i	i	i	7	i	-8	i	-8
CC(NC(=O)COc1ccc(Br)cc1)C(=O)O (stereo unspecified)	i	i	i	i	i	i	-11	i	5	i	0
Cc1ccc([N+](=O)[O-])c(-c2n[nH]c(=S)n2-c2cccc(Cl)c2)c1	i	i	i	i	i	i	8	i	-11	i	-5
Cc1c(C#N)c(O)[nH]c(=O)c1N=Nc1ccc(Cl)c(C(=O)O)c1	i	i	i	i	i	i	-3	i	-4	i	-2

Screens (PubChem)
